Screens from PubChem.
Wee1 degr inh – blocks degradation of human Wee1 kinase; P30291; HeLa Luc-Wee1K328M stability, luciferase luminescence; 100% = proteasome inhibitor MG132 effect; reporter increase, % at 5 µM; hit rate 1.2% among 220,000; AID 1321;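 active means activation above the mean of all tested compounds plus 3 SD, set per screening run, cut at about 8.8% in these data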;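 further: cells exposed to compound for 20 h before luminescence read; 0% = DMSO alone and 100% = MG132 at 30 µM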
Rad51 HR inh – Rad51 (human) homologous recombination inhibition | hRad51 DNA strand exchange, fluorescence dequenching | inhibition, % at 10 µM | hit rate 0.085% among 200,000 | AID 1385;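 active means inhibition above 40% at the single screening dose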;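 further: 0% = DMSO control wells and 100% = blanks with heterologous ssDNA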
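material = hRad51 filaments on single-stranded DNA | timing = filaments 15 min 37 °C, then compound 30 min | signal = FRET fluorescence dequenching, excitation 485 nm, emission 520 nm | benchmarks = control wells and blank wells on each plate | evaluation = percent inhibition relative to plate controls and blanks | compound = 10 µM final, single point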
KLK5 inh – inhibitors of human kallikrein 5 | recombinant hK5, fluorogenic AMC substrate cleavage | AID 873 | hit rate 0.59% among 210,000 | inhibition, % at 5 µM;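 active means inhibition of 40% or more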;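 further: 0% = enzyme controls without compound and 100% = no-enzyme blanks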
FXIa inh – inhibitors of human coagulation factor XIa; P03951; purified FXIa, Boc-Glu-Ala-Arg-AMC fluorogenic substrate; inhibition, % at 5 µM; hit rate 0.14% among 220,000; AID 798;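 active means inhibition of at least 40%; inactive means inhibition below 40%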;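 further: fluorescence of freed AMC excited at 355 nm; 0% = enzyme without compound and 100% = no enzyme blank; many of its hits are not listed in these tables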
eIF4E-4G inh – eIF4E/eIF4G interaction inhibition in translation initiation; TR-FRET eIF4E-eIF4GI(517-606) binding, 2 h; inhibition, % at 21.7 µM; hit rate 0.37% among 220,000; AID 782;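 active means inhibition above about 30%, limit read from the data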;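 further: 0% = full FRET control wells and 100% = background wells lacking eIF4GI fragment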
FXIIa inh – inhibitors of human coagulation factor XIIa; purified FXIIa, Boc-QGR-AMC fluorogenic substrate, 2 h; inhibition, % at 5 µM; hit rate 0.3% among 220,000; in the data active means inhibition above about 40%;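 further: 0% = enzyme with no compound and 100% = blank without enzyme; many of its hits are not listed in these tables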
p97 ATPase inh – human p97 ATPase inhibition. P55072. recombinant p97 ATPase, Kinase-Glo ATP luminescence, 3 h. inhibition, % at 8 µM. hit rate 0.42% among 220,000. AID 1481; in the data active means inhibition above about 15%;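 further: 0% = DMSO vehicle and 100% = wells lacking enzyme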
Mdm2 ligase inh – Mdm2 E3 ligase (human) inhibition; cell-based MDM2 ubiquitination luciferase reporter, 2 h; 0 = plate control, 100 = twice control, blank-subtracted; hit rate 0.11% among 210,000; Q00987; signal enhancement, % at 5 µM; AID 1230;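 active means signal enhancement of 30% or more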;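 further: luminescence tracks abundance of the self-degrading MDM2-luciferase fusion protein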
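System: stable MDM2–luciferase fusion reporter cells / Input: 2000 cells seeded into each well / Schedule: 4 h settle plus 2 h compound, 37 °C / Compound: single-point 5 µM / Buffer or medium: cells held in DMEM / Benchmarks: control and blank well means / Evaluation: percent signal gain over controls, blank-subtracted / Measured by: luciferase luminescence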
14-3-3 Bad PPI – disrupts binding of bovine 14-3-3 zeta to phospho-Bad peptide; P63103; TR-FRET 14-3-3zeta/Dy647-pBad peptide displacement, 1 h; inhibition, % at 21.7 µM; hit rate 0.71% among 220,000; AID 781;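 active means inhibition above about 70%, limit read from the data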;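 further: 0% = full 14-3-3 plus peptide FRET controls and 100% = background without 14-3-3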
* hit, by the source's call; · = no result given; [ ] = another dose, or the depositor's remark.

SMILES	Wee1 degr inh	Rad51 HR inh	KLK5 inh	FXIa inh	eIF4E-4G inh	FXIIa inh	p97 ATPase inh	Mdm2 ligase inh	14-3-3 Bad PPI
COc1ccc(O)c(/C=N/Nc2nc(Nc3ccccc3)nc(-n3nc(C)cc3C)n2)c1	1	13	-16	-2	10	10	-1	2	6
O=C(CNC(=O)c1cccs1)OCC(=O)c1ccc(Br)cc1	0	-7	-3	-3	-1	1	6	-6	-2
Cc1ccc(C(=O)N/C(=C/c2ccc(-c3cc(C(F)(F)F)ccc3Cl)o2)C(=O)NCc2cccnc2)cc1	-1	-6	5	3	2[fluorescence artefact?]	16	3	1	4
CCOC(=O)c1c(NC(=S)NC)sc2c1CCCC2	-2	8	-1	0	-1	5	6	-8	-3
COc1ccccc1-n1c(SCC(=O)Nc2ccccc2F)nc2[nH]ncc2c1=O	0	0	-27	-2	1	13	3	-18	2
O=C(/C=C/c1ccco1)N1CCN(S(=O)(=O)c2cccs2)CC1	5	·	-1	-1	2	7	4	-2	-8
O/N=C1\CCCc2c1nc(-c1ccccc1F)n2O	3	-10	-1	-1	2	7	0	-17	-2
Cc1ccc(S(=O)(=O)Nc2cc(S(=O)(=O)N3CCCCC3)ccc2N2CCOCC2)cc1	-2	1	-8	-1	3	-9	3	-16	0
Cc1cc(C)cc(NC(=O)c2cccc(NC(=O)C3C4CC5OC(=O)C3C5C4)c2)c1 (configuration not stated)	-3	1	0	4	0	6	-4	-14	4
CC#C[C@]1(O)CC[C@H]2[C@@H]3CCC4=CC(=O)CCC4=C3[C@@H](c3ccc(N(C)C)cc3)C[C@@]21C	-2	-11	-2	4	4	12	-2	·	4
CC(C)(C)N(Cc1ccccc1)C(=O)CCc1ccccc1	-1	-1	-1	-3	-1	6	-10	-12	7
CC(C)(C)c1nc(SCC(=O)Nc2ccc(N3CCOCC3)cc2)c2ccccc2n1	-3	-1	-12	3	-10	14	4	-9	6[fluorescence artefact?]
CCC(C)NC(=O)CN1C(=O)CC(C)(C)S(=O)(=O)c2ccccc21 (configuration not stated)	-3	4	-6	3	-1	4	8	-5	4
Cc1cnc(CN(C)Cc2nc(Cc3cccc(C(F)(F)F)c3)no2)[nH]1	0	-6	13	20	1	19	-6	-11	-10
Cn1c(SCc2nc3ccccc3s2)nnc1-c1cccs1	0	-5	2	2	-2[fluorescence artefact?]	8	4	6	14[fluorescence artefact?]
Oc1ccc(-c2csc(-c3c[nH]c4ccccc34)n2)c(O)c1	1	·	-3	12	4	14	19*	8	8
C=C(C)CNC(=S)NNC(=O)CCn1c2ccccc2c2ccccc21	0	-32	-30	36	-2	13	2	8	0
COC(=O)N/N=C(\C)c1ccc(Br)cc1	3	-1	2	3	0[fluorescence artefact?]	9	0	-10	5
CCOc1ccc(CCNC(=O)C2CCN(S(=O)(=O)N3CCOCC3)CC2)cc1OCC	-1	-6	-11	-5	6	6	0	-15	6
O=C(COc1ccc(F)cc1)N(c1ccccn1)C1CCCCC1	2	·	-3	10	1	12	5	7	4[fluorescence artefact?]
COc1ccc(C2(c3ccc(OC)cc3)NC(=O)N(Cn3nnc4ccccc4c3=O)C2=O)cc1	-1	-10	-14	11	-1	7	4	10	6
CC(C)(C)OC(=O)N1CCC[C@H]1C(=O)N/N=C/c1cccc2nccnc12	1	3	1	-3	-1	0	4	-20	6
Cc1ccc(-n2c(N)c(C(=O)NCc3cccnc3)sc2=S)cc1	2	0	-11	4	2	11	-6	-1	1
N#C/C(=C\c1ccccc1)C(=O)Nc1cc(S(=O)(=O)N2CCOCC2)ccc1N1CCCC1	6	2	-9	5	-1[fluorescence artefact?]	11	0	-12	-2
CCn1c(/C=C/c2ccc([N+](=O)[O-])o2)nc2ccccc2c1=O	1	-39	2	0	-1	12	4	0	-7[fluorescence artefact?]
CCOC(=O)C1CCC(CNCc2ccccc2C)CC1 (configuration not stated)	-2	3	-1	-1	0	7	3	10	0
COc1ccc(Cc2nnc(Nc3ccccc3OC)[nH]c2=O)cc1	0	·	22	1	-1	11	1	-10	-3
O=C(CSc1n[nH]c(=O)n1C1CC1)NCc1ccccc1Cl	-1	1	-1	-3	3	11	1	-1	-3
O=C(O)c1ccc(NS(=O)(=O)c2ccc3c(c2)OCCCO3)cc1	2	7	2	-2	6	4	5	3	-1
COc1cc(/C=N/NC(=O)CCn2nc(C)cc2C)ccc1O	1	·	-4	0	1	6	4	1	-7
CCc1nnc(NC(=O)CSc2nnc(-c3ccoc3C)n2-c2ccc(C)cc2)s1	-3	·	5	-9	-2	-6	1	-24	-1
CCc1ccc(C(=O)NCc2cccs2)s1	0	2	-12	2	6	15	4	-17	-3
CCNC(=O)NCCc1c[nH]c2ccc(Cl)cc12	2	-7	3	-4	-6	1	-2	-13	0
N#Cc1c(N)nc2c3c(sc(=N)c2c1N)NC(=O)CC3c1ccccc1 (configuration not stated)	-1	-15	-8	-4	11[fluorescence artefact?]	1	6	-6	-34[fluorescence artefact?]
CCOC(=O)C(NC(=O)Nc1ccc(F)cc1F)(Oc1ccccc1)C(F)(F)F (configuration not stated)	3	9	-4	7	1[fluorescence artefact?]	2	5	2	2
Cn1c(=O)[nH]c(=O)c2c1nc(NC1CCCCC1)n2CCO	·	4	2	2	-14	9	·	-14	0
CCCCn1nc2cc(C(=O)NCc3ccc4c(c3)OCO4)ccc2c1OCC	0	3	-34	4	·	5	3	-6	·
O=c1c(O)cccc2cc(O)c(O)c(O)c12	-1	6	2	6	61*	3	38*	-10	94*
O=C(CSc1nc(-c2ccccc2)cs1)Nc1ccccc1[N+](=O)[O-]	0	-1	-4	10	-1	7	2	-9	6
C#CCNC(=O)c1cccn1-c1ncc(C(F)(F)F)cc1Cl	-2	-36	-7	1	-1	10	-6	-6	9
CC(=O)Nc1ccc(/C(C)=N/NC(=O)C2CC2c2ccccc2)cc1 (configuration not stated)	-3	·	-13	4	2	8	2	3	0
CCCc1n[nH]c(=S)n1Cc1ccco1	0	-6	-1	-4	-17	11	-2	·	-6
COc1ccc(-c2cc(C(=O)N3CC4(C)CC3CC(C)(C)C4)no2)cc1OC (configuration not stated)	-3	-3	-1	2	6	7	-4	0	-8[fluorescence artefact?]
Fc1ccccc1Cc1noc(CN2CCCC(CN3CCOCC3)C2)n1 (configuration not stated)	0	·	14	5	0	10	-1	-19	-3
CCC1(C)CC(c2csc(N)n2)CCO1 (configuration not stated)	0	2	8	-5	-6[fluorescence artefact?]	8	-3	-2	6[fluorescence artefact?]
CCN(CC)c1ccc(NC(=O)COC(=O)CSc2ccc(Br)cc2C)cc1	2	·	-7	2	2	9	-5	-2	1
Cc1cc(NC(=O)CCSc2nc(-c3ccco3)cc(C(F)(F)F)n2)no1	0	6	7	2	-1	17	-1	-7	1
Cc1ccc(Oc2nc(-c3cccnc3)nc3ccccc23)c([N+](=O)[O-])n1	0	2	-5	-2	2	6	4	1	0
O=C(O)c1ccc(N2C(=O)CC(SC(=Nc3ccccc3)Nc3ccccc3)C2=O)cc1 (configuration not stated)	0	2	-9	6	-3	7	3	-10	-1
COc1ccc(C(=O)N(CN2CCCC2=O)c2ccccc2OC)cc1OC	-4	-3	-29	-8	-5	7	-6	-6	-6
(next part)
SMILES	Wee1 degr inh	Rad51 HR inh	KLK5 inh	FXIa inh	eIF4E-4G inh	FXIIa inh	p97 ATPase inh	Mdm2 ligase inh	14-3-3 Bad PPI
Cc1[nH]c2ccc(-c3n[nH]c(=S)n3-c3ccccc3)cc2c1C	1	0	1	-1	5	1	2	1	0
COc1ccc(NC(=O)c2cc(OC)c(OC)c(OC)c2)cn1	-2	-1	4	-15	-1	4	3	-8	-4
C#Cc1ccc([C@@H]2C=C(C(=O)NCc3ccccc3)O[C@H](OCc3ccc(CO)cc3)C2)cc1	4	·	2	2	-6	6	3	·	0
Cc1ccc(S(=O)(=O)N(C)C)cc1NC(=O)COC(=O)c1ccc2c(c1)NC(=O)CS2	0	·	0	1	2	8	-1	-8	-10
COc1c(F)c(F)c(C(=O)Nc2ccc(NC(=O)Cc3ccccc3)cc2)c(F)c1F	1	-9	-7	-8	-1	4	3	-13	-8
Nc1nc(Nc2cccc(Cl)c2)n[nH]1	0	3	-9	7	1	10	8	-7	-1
COc1ccc(NC(=S)N2CCN(Cc3cccc(F)c3)CC2)c(OC)c1	-2	12	19	0	-6	9	-2	0	-5
COc1ccc(C(=O)NC2CCN(C(=S)Nc3cc(C)ccc3C)CC2)cc1	3	6	-17	15	-3[fluorescence artefact?]	26	-3	-19	6
O=C(CN1CCN(S(=O)(=O)c2ccc(Br)cc2)CC1)N/N=C/c1cc([N+](=O)[O-])ccc1Cl	-1	-2	-3	4	2[fluorescence artefact?]	10	9	-3	4
Cc1cc(COc2ccccc2O)on1	-2	-1	-20	-17	5	7	2	-35	-3
Cn1nc(C(=O)N2CCN(S(=O)(=O)c3ccccc3)CC2)c2ccccc2c1=O	-3	6	-20	2	5[fluorescence artefact?]	11	3	-28	-15[fluorescence artefact?]
S=C(c1ccc(N2CCCC2)c(Br)c1)N1CCCCC1	-2	1	4	-1	0	7	0	12	-11
CC(C(=O)NCC1CCCO1)N1C(=O)C2C3CC(C(Br)C3Br)C2C1=O (configuration not stated)	4	·	4	2	-8	10	5	-4	3
CCN(CC)S(=O)(=O)c1cccc(-c2nnc(SCC#N)n2Cc2ccccc2)c1	3	-13	10	-1	1	9	-2	-13	7
COC(=O)c1sccc1NC(=O)CSc1ccccc1NS(=O)(=O)c1cc(Cl)ccc1Cl	-2	1	-16	1	-7	12	-1	-12	31
COc1ccc(CCNC(=O)C23CCC(C)(C(=O)O2)C3(C)C)cc1OC (configuration not stated)	2	-20	-5	-7	3	0	4	-12	-1
O=C1CN(C(=O)COC(=O)CNS(=O)(=O)c2ccccc2)c2ccccc2N1	0	-2	-2	1	0	5	6	6	-10
CCOc1ccc(NC(=O)CSc2nc3ccccc3c(=O)n2CCCC(=O)N2CCCC2)cc1	1	-5	-28	-2	-7[fluorescence artefact?]	5	1	-8	-1[fluorescence artefact?]
Cc1[nH]nc(SCC(=O)NCC(C)C)c1[N+](=O)[O-]	-4	1	-15	-24	0	2	1	-11	94*
Cc1c(C=O)c(C=O)c(C)n1Cc1ccccc1	1	7	2	1	-5	4	1	-15	6
Cc1ccc(NC(=O)N(CCC(=O)O)Cc2ccccc2)cc1	-1	·	1	1	1	7	1	-2	-3
